# From PubChem
# eIF4E 4G PPI – inhibitors of eIF4E and eIF4G interaction in translation initiation | actives 0.37% (n = 220,000) | TR-FRET eIF4E-eIF4GI(517-606) binding, 2 h | P63073+Q04637 | inhibition, % at 21.7 µM | AID 782;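 active = inhibition above about 30%, limit read from the data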;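 also: 0% = full FRET control wells and 100% = background wells lacking eIF4GI fragment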
# NPY-Y1 antag – blocks the human neuropeptide Y Y1 receptor | HEK293-CNG Y1 cells, membrane potential fluorescence; NPY at EC95, then isoproterenol | inhibition, % at 3.6 µM | actives 1% (n = 200,000) | AID 1040;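 active = inhibition above the campaign mean inhibition of all tested compounds plus 3 SD, cut at about 20% in these data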;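 also: 0% = DMSO wells given NPY plus isoproterenol and 100% = isoproterenol alone without NPY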
#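 Material: HEK293 Y1/CNG channel cell line | Also added: NPY (25 nM), isoproterenol (1 µM), Ro 20-1724 (25 µM) | Compound: One concentration, 3.6 µM, in 0.4% DMSO | Schedule: 3 h dye uptake, 1 h room-temperature compound, 45 min post-isoproterenol | Signal: Membrane-potential fluorescent dye readout | Read-out: % inhibition of NPY effect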
# NPY1 pot ag – potentiates or activates human NPY-Y1 receptor; P25929; NPY-Y1 expressing cells, potentiator/agonist activation; activation, % at 3.6 µM; actives 0.37% (n = 220,000); in the data active = activation above about 33%, passing the limit was not always enough;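 also: cells stimulated with NPY at EC10 then isoproterenol at EC100; 0% = low agonist plus stimulus and 100% = saturating agonist plus stimulus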
# EP2 antag – blocks the human prostaglandin E2 receptor EP2. C6 glioma cells expressing human EP2, cAMP TR-FRET; cells stimulated with saturating PGE2. AID 1422. actives 0.52% (n = 260,000). P43116. inhibition, % at 25 µM;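 active = percent inhibition above 40 after rounding to a whole number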;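 also: rat C6 glioma host cells with rolipram phosphodiesterase inhibitor present; the protocol text gives 20 µM as final concentration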
# EP2 mod – modulates human prostaglandin E2 receptor EP2 signaling. EP2-expressing cells, cAMP HTRF FRET, PGE2 co-stimulation. actives 0.83% (n = 260,000). induction, % at 25 µM;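 active = compounds whose cAMP rise, as percent of the full-agonist control response, exceeds 60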;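 also: rat C6 glioma line stably carrying human EP2 under a CMV promoter; the protocol text gives 20 µM as final concentration; 100% = response of wells given 1 µM PGE2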
# p97 inhibitor – inhibitors of human p97 ATPase; P55072; inhibition, % at 8 µM; actives 0.42% (n = 220,000); recombinant p97 ATPase, Kinase-Glo ATP luminescence, 3 h; AID 1481; in the data active = inhibition above about 15%;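 also: 0% = DMSO vehicle and 100% = wells lacking enzyme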
# S1P4 agonist – agonists of human S1P4 receptor; S1P4-expressing cell line, agonist reporter assay; activation, % at 4.98 µM; actives 0.35% (n = 220,000); AID 1509; in the data active = activation above about 11%;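 also: 0% = DMSO vehicle and 100% = reference agonist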
# Target sequence (O95977 whole entry, looked up): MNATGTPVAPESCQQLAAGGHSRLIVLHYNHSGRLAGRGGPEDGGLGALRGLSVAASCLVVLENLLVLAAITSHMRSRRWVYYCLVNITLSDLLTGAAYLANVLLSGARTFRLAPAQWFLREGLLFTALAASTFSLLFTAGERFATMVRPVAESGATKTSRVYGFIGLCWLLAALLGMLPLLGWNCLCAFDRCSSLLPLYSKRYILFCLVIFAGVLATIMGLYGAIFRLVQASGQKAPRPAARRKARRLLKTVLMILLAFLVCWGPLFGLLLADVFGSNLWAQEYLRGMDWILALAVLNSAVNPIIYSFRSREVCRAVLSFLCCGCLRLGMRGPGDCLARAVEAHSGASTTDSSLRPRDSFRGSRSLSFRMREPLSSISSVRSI
# NPY-Y2 PAM-ag – potentiates or activates human NPY-Y2 receptor; P49146; cells expressing NPY-Y2, potentiator/agonist read-out; activation, % at 3.6 µM; actives 0.45% (n = 220,000); AID 1359; in the data active = activation above about 27%;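 also: cells stimulated with NPY near EC25 plus isoproterenol at EC100; 0% = vehicle plus submaximal agonist and 100% = vehicle plus saturating agonist; some results beyond the cut were filed as inactive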
# Target sequence (P49146 whole entry, looked up): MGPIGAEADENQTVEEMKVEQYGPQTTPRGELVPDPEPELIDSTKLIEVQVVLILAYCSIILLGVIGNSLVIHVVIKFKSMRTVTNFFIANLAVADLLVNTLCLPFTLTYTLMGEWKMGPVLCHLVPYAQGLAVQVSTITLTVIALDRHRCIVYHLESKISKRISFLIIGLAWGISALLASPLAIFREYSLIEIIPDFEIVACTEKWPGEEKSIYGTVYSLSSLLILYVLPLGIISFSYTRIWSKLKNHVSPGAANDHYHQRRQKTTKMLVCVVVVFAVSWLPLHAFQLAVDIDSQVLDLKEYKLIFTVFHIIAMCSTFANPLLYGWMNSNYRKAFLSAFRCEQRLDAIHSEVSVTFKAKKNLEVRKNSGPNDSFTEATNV
# S1P4 antagonist – human S1P4 receptor antagonism; O95977; S1P4-expressing cells, antagonist mode, reporter read-out; inhibition, % at 4.98 µM; actives 0.26% (n = 220,000); in the data active = inhibition above about 29%;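 also: 0% = wells stimulated with agonist and 100% = vehicle wells without agonist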
# The depositor's hits bear a star; nt = not tested or not shown; & = joins results of further samples; [ ] = another dose, or the depositor's remark.
1: COC(=O)[C@H](Cc1ccccc1)NC(=O)[C@@H]1C[C@H]1[C@@H](NC(=O)OCc1ccccc1)c1ccccc1
2: Clc1ccccc1/C=C/c1ccnc2ccccc12
3: CC(Cc1cccs1)NC(=S)Nc1ccccc1 (configuration not stated)
4: CCCS(=O)(=O)N1CCCC(C(=O)NCCCN2CCN(c3cccc(Cl)c3)CC2)C1 (configuration not stated)
5: COc1ccc(C(OC(=O)c2cccs2)C(=O)NCC2CCCO2)cc1 (configuration not stated)
6: Cc1ccc(S(=O)(=O)NC(C)CCc2ccccc2)cc1 (configuration not stated)
7: Cc1ccc(S(=O)(=O)N2CCCCC2)cc1NC(=S)NC(=O)c1ccco1
8: CCCNC(=O)c1ccc(Cl)cc1Cl
9: O=C(CSc1cc(Cl)ccc1Cl)NCC1CCCO1 (configuration not stated)
10: COc1c(F)c(F)c(C(=O)Nc2ccccc2N2CCN(C(C)=O)CC2)c(F)c1F
entry no.	1	2	3	4	5	6	7	8	9	10
eIF4E 4G PPI	-10[fluorescence artefact?]	7	-7	1	-2	-8	5	-2	4[fluorescence artefact?]	7[fluorescence artefact?]
NPY-Y1 antag	-13	nt	-4	2	-3	3	nt	nt	-1	2
NPY1 pot ag	29	-19	8	8	8	-19	-1	-9	-6	-28
EP2 antag	16	10&18	1	nt	4	10	9	15	7	12
EP2 mod	21	31&33	-4	11	11	11	-14	3	-16	4
p97 inhibitor	4	4	1	-3	3	-2	4	2	-4	1
S1P4 agonist	0.8	-2.1	1.1	0.3	-1.5	3.1	1.3	1.5	1.4	0.0
NPY-Y2 PAM-ag	26	-29	3	11	-4	-4	-22	16	-8	1
S1P4 antagonist	6	4	-24	-17	-7	-6	4	9	-11	-25

11: CCc1ccc(CN(C)C(=O)CCc2nnc(Cc3cccc(C)c3)o2)nc1
12: O=c1[nH]c(CN2CCN(S(=O)(=O)c3ccc4ccccc4c3)CC2)nc2ccccc12
13: Cc1cc(N2CCCC2)c(F)cc1/C=C\[N+](=O)[O-]
14: COc1cc(C(=O)NC(=S)Nc2nccs2)cc(OC)c1OC
15: CN(C)C(=O)N1CCC(C(=O)N2CCCC(C(=O)c3ccc(C(C)(C)C)cc3)C2)CC1 (configuration not stated)
16: CCCCn1c(-c2ccncc2)nc2c1c(=O)[nH]c(=O)n2CC(C)C
17: Cc1nc2c(C(=O)N3CCOCC3)cnn2c(C)c1Cc1cccc(Cl)c1
18: COc1cccc(N2C(=O)C(CC(=O)Nc3ccccc3)N(C3CCCCC3)C2=O)c1 (configuration not stated)
19: O=C(CC1C(=O)N(Cc2ccccc2)C(=S)N1CCN1CCOCC1)Nc1ccc(F)cc1 (configuration not stated)
20: O=C(CSc1nncs1)NC(=O)NCc1ccccc1
entry no.	11	12	13	14	15	16	17	18	19	20
eIF4E 4G PPI	-1	-5	1	0	-3	1	0	-1	-4	-6
NPY-Y1 antag	-7	-4	0	0	-3	0	-4	3	-3	-1
NPY1 pot ag	12	6	12	3	0	-7	0	25	39	8
EP2 antag	7	5	14	9	4	10	nt	7	6	8
EP2 mod	-24	-4	-18	-52	-2	-1	12	32	-39	-7
p97 inhibitor	2	9	1	5	-1	1	7	2	-3	3
S1P4 agonist	0.5	1.1	1.3	2.7	1.4	-1.7	0.7	-0.1	2.8	1.4
NPY-Y2 PAM-ag	-2	-8	19	-11	-4	-16	-24	11	19	-17
S1P4 antagonist	-1	3	6	-6	1	-19	-2	-14	7	-6

21: O=C(Nc1ccccc1C(F)(F)F)c1ccc(F)c(S(=O)(=O)N2CCOCC2)c1
22: COc1cccc(NC(=O)C2CCCN(S(=O)(=O)c3cccc4cccnc34)C2)c1 (configuration not stated)
23: Cn1c(=O)c(-c2ccccc2)nn2c3ccccc3nc12
24: Cc1ccc(C(=O)N2c3ccccc3N(Cc3ccccc3)C(=O)C2(C)C)cc1
25: CCOC(=O)C1CCN(c2cc(=O)n(C3CCCCC3)c(=O)[nH]2)CC1
26: CCOc1ccccc1/C=N/OCC(=O)NCc1ccc(F)cc1
27: Cc1nc(SCC(=O)c2cc3ccccc3oc2=O)c(C#N)c(-c2cccs2)c1C(=O)Nc1ccccc1
28: CN1CCC(OC(=O)c2ccc(Cl)cc2Cl)CC1
29: COc1ccc(-c2[nH]ncc2CN2CCC(N3CCSCC3)CC2)c(F)c1
30: CCCCN(C(=O)c1ccc(OC(F)(F)F)cc1)c1c(N)n(CCC)c(=O)[nH]c1=O
entry no.	21	22	23	24	25	26	27	28	29	30
eIF4E 4G PPI	4	-2	-12	9	-2	2	13	2	-4	-4
NPY-Y1 antag	3	-3	2	30*	-5	8	5	7	2	2
NPY1 pot ag	9	13	-2	-40	-1	-18	0	-7	2	14
EP2 antag	23	9	15	3	24	5	6	7	1	10
EP2 mod	8	-30	23	31	16	9	-6	-12	-41	8
p97 inhibitor	5	1	0	-11	4	2	1	3	6	6
S1P4 agonist	0.8	-0.3	-0.8	-0.8	0.4	2.7	1.0	-0.8	1.0	0.5
NPY-Y2 PAM-ag	4	7	-17	35	2	1	-11	-25	6	9
S1P4 antagonist	2	8	-3	-1	10	-14	-6	1	-15	-12

31: COCCOC(=O)c1[nH]c2c(c1C)C(=O)CC(c1ccc(N(C)C)cc1)C2 (configuration not stated)
32: Cn1c(=O)n(CC#N)c2ccccc21
33: Cc1ccc(Cl)cc1NC(=O)C1CCN(S(C)(=O)=O)CC1
34: Cc1ccc(-n2c(N)c(C#N)c(-c3ccc(Cl)cc3)c(C#N)c2=O)cc1
35: CC(NC(=O)CN1CCc2ccccc21)c1ccccc1 (configuration not stated)
36: c1ccc(-c2ncc3c(ccc4ccccc43)n2)cc1
37: CC1=C(C(=O)OC(C)C)C(c2coc3ccccc3c2=O)C2=C(CCCC2=O)N1 (configuration not stated)
38: Cc1nc(C)n(CC(O)COc2ccc3c(c2)CCC3)n1 (configuration not stated)
39: O=S(=O)(Nc1ncccn1)c1ccc(NC(=S)Nc2ccc(Cl)cc2)cc1
40: CCOc1cccc2cc(C(=O)Nc3nccs3)c(=O)oc12
entry no.	31	32	33	34	35	36	37	38	39	40
eIF4E 4G PPI	5	-2	3	9	3	3	-2	0	0	2[fluorescence artefact?]
NPY-Y1 antag	0	2	2	-1	4	4	5	9	nt	0
NPY1 pot ag	-14	11	6	18	-14	0	26	2	23	-3
EP2 antag	20	6	6	10	5	12	13	nt	6	11
EP2 mod	13	-1	-7	-27	14	7	6	2	-33	22
p97 inhibitor	6	1	2	-4	0	-1	-1	-1	11	-2
S1P4 agonist	-2.2	2.2	1.1	-2.6	2.5	0.1	1.0	1.0	-0.9	0.9
NPY-Y2 PAM-ag	16	10	13	16	0	-2	3	-6	19	-13
S1P4 antagonist	-9	-21	-13	-23	-13	-7	-5	-26	5	-5

41: COc1cccc(C(C(=O)NC2CCCC2)N(C(=O)c2ccco2)c2ccc(-n3cnnn3)c(C)c2)c1OC (configuration not stated)
42: O=[N+]([O-])c1ccc(S(=O)(=O)N2CCN(Cc3c[nH]c4ccccc34)CC2)cc1
43: O=C(NCCCn1ncc2ccccc21)c1cc(COc2c(F)cccc2F)on1
44: COC(=O)C1(C)Cc2cc(OC(C)=O)c(OC(C)=O)cc2N1 (configuration not stated)
45: C=C(C)Cn1c(=O)c(NC(=O)c2ccccc2)c2n(c1=S)CCC2
46: Cc1ccc2nsnc2c1S(=O)(=O)N1CCCC1C(=O)O (configuration not stated)
47: O=C(NC1CCCC1)C1CCN(S(=O)(=O)N2CCCCC2)CC1
48: COc1ccc(Cn2c(CCC(=O)Nc3ccc(C)c(C)c3)nc3cccnc32)cc1
49: CCN(CC)c1ccc(/C=N/n2c(-c3ccccc3Br)n[nH]c2=S)cc1
50: Cc1cccc(C(=O)NNC(=O)c2ccc(Br)cc2)c1
entry no.	41	42	43	44	45	46	47	48	49	50
eIF4E 4G PPI	2	-1	-4	-3	7	4	-1	1[fluorescence artefact?]	-2	3
NPY-Y1 antag	-3	-5	7	nt	-2	1	-1	-2	nt	1
NPY1 pot ag	19	-1	16	-3	5	18	4	-4	-12	1
EP2 antag	5	7	9	4	32	0	nt	9	8	11
EP2 mod	-3	-21	-73	27	32	7	16	9	-4	14
p97 inhibitor	1	2	1	6	1	6	-12	-8	-2	6
S1P4 agonist	-0.2	-1.4	0.7	0.1	0.4	-1.4	0.6	-2.3	3.0	-0.8
NPY-Y2 PAM-ag	7	7	-3	-21	5	-6	-13	2	-13	-6
S1P4 antagonist	-5	10	-16	-13	5	-1	-3	-1	-2	-12

# Another view of four compounds above.
no. | compound | eIF4E 4G PPI | NPY-Y1 antag | NPY1 pot ag | EP2 antag | EP2 mod | p97 inhibitor | S1P4 agonist | NPY-Y2 PAM-ag | S1P4 antagonist
44 | COC(=O)C1(C)Cc2cc(OC(C)=O)c(OC(C)=O)cc2N1 (configuration not stated) | -3 | nt | -3 | 4 | 27 | 6 | 0.1 | -21 | -13
43 | O=C(NCCCn1ncc2ccccc21)c1cc(COc2c(F)cccc2F)on1 | -4 | 7 | 16 | 9 | -73 | 1 | 0.7 | -3 | -16
50 | Cc1cccc(C(=O)NNC(=O)c2ccc(Br)cc2)c1 | 3 | 1 | 1 | 11 | 14 | 6 | -0.8 | -6 | -12
49 | CCN(CC)c1ccc(/C=N/n2c(-c3ccccc3Br)n[nH]c2=S)cc1 | -2 | nt | -12 | 8 | -4 | -2 | 3.0 | -13 | -2

# The list goes on:
51: COc1ccc(N(CC(=O)Nc2ccc(S(=O)(=O)N3CCOCC3)cc2)S(=O)(=O)c2ccc(F)cc2)cc1
52: O=C(NCc1ccccn1)C1CCN(S(=O)(=O)N2CCCC2)CC1
53: CCOC(=O)c1c(NC(=O)Cn2cnc([N+](=O)[O-])n2)sc2c1CCCC2
54: CCCN(CC#CC(O)(c1ccccc1)c1cccnc1)CCC (configuration not stated)
55: Cc1cc(C(=O)NCCC2=CCCCC2)no1
56: Cc1ccc(C(=O)OCCc2c(C)[nH]n(-c3ccccc3)c2=O)cc1
57: Cc1cc(-c2cc(C(=O)O)c3ccccc3n2)c(C)s1
58: COC(=O)CSc1nnc2n(-c3ccc(OC)cc3)c(=O)c3c4c(sc3n12)CCCCC4
entry no.	51	52	53	54	55	56	57	58
eIF4E 4G PPI	-3	4	3[fluorescence artefact?]	0	3	-1	2	7
NPY-Y1 antag	-7	3	3	0	2	3	1	0
NPY1 pot ag	2	-7	7	0	-14	-11	12	7
EP2 antag	7	18	6	6	4	9	4	9
EP2 mod	-22	17	25	9	-1	9	-2	-3
p97 inhibitor	-1	-5	3	-2	2	-10	6	5
S1P4 agonist	-1.5	0.1	-0.7	-1.4	0.3	-2.3	0.6	2.2
NPY-Y2 PAM-ag	5	8	6	-4	1	-2	0	7
S1P4 antagonist	3	-23	-6	5	-5	-10	4	-25

# Single entries from the results shown.
# `O=C(NCc1ccccn1)C1CCN(S(=O)(=O)N2CCCC2)CC1` | EP2 antag: 18
# `CCCN(CC#CC(O)(c1ccccc1)c1cccnc1)CCC` (configuration not stated) | EP2 antag: 6
# `CCOC(=O)c1c(NC(=O)Cn2cnc([N+](=O)[O-])n2)sc2c1CCCC2` | EP2 mod: 25
# `Cc1cc(C(=O)NCCC2=CCCCC2)no1` | S1P4 agonist: 0.3

# Some of the compounds tested (hit frequency here may not be typical).
